Compound activity as filed in PubChem.
JMJD2A Tudor = JMJD2A Tudor domain (human) inhibition. AlphaScreen JMJD2A-Tudor / H3K4me3 peptide binding. Potency, µM (series often up to 114 µM), without a hit: at the top dose activity change, negative = inhibition, actives largely listed as inhibitors. actives 4.4% (n = 390,000); also: % is scaled to controls: 0 for no effect and ±100 for the full control effect; nearly all actives have a fitted effect of over 50% in size
12-LOX inh = blocks human arachidonate 12S-lipoxygenase | P18054 | purified 12hLO, xylenol orange hydroperoxide absorbance | Potency, µM (highest dose often 108 µM), inactives show at the top dose activity change, negative = inhibition, actives largely listed as inhibitors | actives 1.1% (n = 580,000) | AID 1671190; also: % is scaled to controls: 0 for no effect and ±100 for the full control effect
Target sequence (P18054 whole entry, looked up): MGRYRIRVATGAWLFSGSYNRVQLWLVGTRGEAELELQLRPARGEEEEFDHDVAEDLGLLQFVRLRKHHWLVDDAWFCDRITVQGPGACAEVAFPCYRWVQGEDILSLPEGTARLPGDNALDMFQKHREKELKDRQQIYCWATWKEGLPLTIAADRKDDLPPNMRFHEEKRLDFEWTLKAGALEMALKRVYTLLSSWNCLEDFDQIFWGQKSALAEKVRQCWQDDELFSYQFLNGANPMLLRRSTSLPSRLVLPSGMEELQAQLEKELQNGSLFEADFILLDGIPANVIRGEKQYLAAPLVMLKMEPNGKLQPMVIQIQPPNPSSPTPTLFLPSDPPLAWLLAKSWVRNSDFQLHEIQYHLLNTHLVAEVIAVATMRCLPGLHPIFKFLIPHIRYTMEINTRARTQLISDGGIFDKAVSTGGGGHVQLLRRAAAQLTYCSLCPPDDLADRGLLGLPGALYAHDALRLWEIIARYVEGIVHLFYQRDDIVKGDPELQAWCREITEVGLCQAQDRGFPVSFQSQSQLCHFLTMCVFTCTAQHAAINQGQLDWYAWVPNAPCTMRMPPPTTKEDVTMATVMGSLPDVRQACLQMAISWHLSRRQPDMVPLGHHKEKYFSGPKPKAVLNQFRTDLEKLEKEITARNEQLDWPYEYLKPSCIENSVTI
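Hydroperoxide product was detected by ferrous iron/xylenol orange as the 573 to 405 nm absorbance ratio. Arachidonic acid at 40 uM (final) was turned over for 30 min at room temperature by 150 nM human 12hLO, pH 7.0 Hepes buffer, after 15 min compound preincubation.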
HP1b chromo inh = HP1-beta chromodomain-methylated histone interaction inhibition; P83916; AlphaScreen HP1-beta / biotin-H3K9me3 peptide binding; Potency, µM (series often up to 114 µM), for inactives: top-dose activity change, negative = inhibition, hits mostly inhibitors; actives 0.56% (n = 390,000); AID 540317; also: nearly all actives have a fitted effect of over 70% in size; inactives centre near 23
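HP1-beta protein (50 nM final) preincubated 30 min at room temperature with biotinylated H3(1-18)K9me3 peptide (50 nM) in PBS pH 7.4, 0.01% Tween-20, then compound added for 30 min. AlphaScreen streptavidin donor/nickel chelate acceptor beads (10 ug/mL final), 30 min dark, luminescence read.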
PGK inhibitor = blocks T. brucei phosphoglycerate kinase | AID 602233 | PGK/GAPDH coupled, Kinase-Glo luminescence, 60 min | Potency, µM (highest dose often 57.5 µM), without a hit: top-dose activity change, negative = inhibition, actives largely listed as inhibitors | P07378 | actives 0.043% (n = 380,000); also: % is scaled to controls: 0 for no effect and ±100 for the full control effect; nearly all actives have a fitted effect of over 60% in size
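Recombinant glycosomal PGK reaction used 1,3-bisphosphoglycerate generated in-well by GAPDH (100nM final) in 100mM TEA pH 7.6, 5mM MgCl2, 0.01% Tween-20. After 60 minutes at room temperature, ATP was read by Kinase-Glo Plus luminescence end-point.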
GLS inh = inhibitors of human glutaminase (GLS); AID 624170; Potency, µM (top dose mostly 45.5 µM), for the others: at the top dose activity change, negative = inhibition, most hits filed as inhibitors; O94925; GLS enzymatic activity, qHTS titration; actives 0.21% (n = 410,000); also: % is scaled to controls: 0 for no effect and ±100 for the full control effect
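Compounds were pin-transferred onto hKGA, after which L-glutamine (1 mM solution) and a detection mix of glutamate oxidase, HRP and Amplex Red were added. Initial and 30 min RT fluorescence reads were collected.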
rTrxR1 inhibitor = blocks rat thioredoxin reductase 1; O89049; recombinant rTrxR1, NADPH fluorescence consumption, selenite substrate; Potency, µM (highest dose often 114 µM), inactives show top-dose activity change, negative = inhibition, most hits filed as inhibitors; actives 1% (n = 390,000); also: % is scaled to controls: 0 for no effect and ±100 for the full control effect; nearly all actives have a fitted effect of over 65% in size
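Rat TrxR1 (90 nM in the dispensed reagent) was pre-reduced with 400 uM NADPH for 5 min at room temperature, then incubated with compound for 15 min. After 400 uM selenite was added, NADPH fluorescence (Ex 340/Em 450 nm) was followed for 8 min.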
ERG Ets-DNA blk = ERG Ets/DNA interaction inhibition. P11308. fluorescence polarization, His-ERG Ets domain / labelled DNA. Potency, µM (top dose mostly 76.9 µM), for inactives: at the highest dose FP activity, negative = inhibition, hits mostly inhibitors. actives 0.028% (n = 370,000). AID 624246; active = well fitted inhibition curve with a large enough effect in the polarisation, with a control signal flat; inconclusive = small, poorly fitted or top-dose-only effect, or effect the other way, or a change in a side signal; inactive = no such curve, though single readings can be large or run the other way; the % refers to the polarisation;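 also: polarization taken with two DNA probes labelled with fluorescein and Texas red; % of control where 0% means no effect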
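His-tagged ERG Ets domain (1 uM in the protein solution; 300mM KCl, 50mM Tris-HCl, 1mM EDTA, 1mM DTT, pH 7.5) received compound, then a probe mix of 5 nM fluorescein-DNA and 100nM Texas-615-DNA. Fluorescence polarization was read for both dyes.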
RGS4 inh = blocks human RGS4-accelerated GTP hydrolysis. P49798. Transcreener GDP fluorescence polarization, RGS4-accelerated GTP hydrolysis. Potency, µM (top dose mostly 114 µM), for inactives: at the top dose activity change, negative = inhibition, usual class: inhibitors. actives 0.039% (n = 390,000). AID 504845; also: % is scaled to controls: 0 for no effect and ±100 for the full control effect; nearly all actives have a fitted effect of over 75% in size; some results filed as inactive show a strong effect at the top dose
Target sequence (P49798 whole entry, looked up): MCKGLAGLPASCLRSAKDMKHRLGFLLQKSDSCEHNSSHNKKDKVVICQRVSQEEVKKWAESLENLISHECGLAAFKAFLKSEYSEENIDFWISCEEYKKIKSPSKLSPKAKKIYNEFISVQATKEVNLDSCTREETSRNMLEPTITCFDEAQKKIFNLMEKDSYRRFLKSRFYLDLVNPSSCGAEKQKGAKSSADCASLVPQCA
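MLSMR compounds (23 nl, pin-transferred) preincubated 10 min at room temperature with a 500nM (2x) first reagent, then RGS4 at 900nM (2x) plus Transcreener GDP mix added; fluorescence polarization (620/688 nm) read before and after 90 min at 30 °C.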
Pin1 inhibitor = inhibitors of human Pin1; Pin1 FP peptide displacement, HiFluor488, 10 min; Potency, µM (series often up to 115 µM), without a hit: top-dose activity, negative = inhibition, actives largely listed as inhibitors; actives 0.009% (n = 390,000); AID 504891; active = well fitted inhibition curve with a large enough effect in the polarisation, with a control signal flat, not every such curve was filed as active; inconclusive = small, poorly fitted or top-dose-only effect, or effect the other way, or a change in a side signal; inactive = no such curve, though single readings can be large or run the other way; the % refers to the polarisation; also: % is scaled to controls: 0 for no effect and ±100 for the full control effect
Target sequence (Q13526 whole entry, looked up): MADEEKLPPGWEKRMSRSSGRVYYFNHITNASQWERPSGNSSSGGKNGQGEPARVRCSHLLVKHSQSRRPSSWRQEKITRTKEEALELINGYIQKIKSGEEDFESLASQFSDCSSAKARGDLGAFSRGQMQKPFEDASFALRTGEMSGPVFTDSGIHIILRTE
Active calls of the source: *; i = inactive; ? = inconclusive; / = not tested or not shown; [ ] = another dose, or the depositor's remark. Unless noted, calls follow the shape of the dose curve; as a rule, active = well fitted curve in the direction sought with a large enough effect; inconclusive = small, poorly fitted or top-dose-only effect, or another doubt; inactive = no such curve, though single readings can be large; an effect the other way counts as inactive or inconclusive. Potency is read from the fitted curve at half-maximal effect. An excerpt; the hit share may differ from the screen's.

SMILES	JMJD2A Tudor	12-LOX inh	HP1b chromo inh	PGK inhibitor	GLS inh	rTrxR1 inhibitor	ERG Ets-DNA blk	RGS4 inh	Pin1 inhibitor
COC(=O)C1CCN(S(=O)(=O)c2cc3c4c(c2)CCN4C(=O)CC3)CC1	-4%	-5%	24%	i	2%	15%	0%	-33%	-2%
Cc1cc(=O)n2nc(N3CCCC(C(=O)NCc4ccccc4Br)C3)sc2n1 (stereo unspecified)	-10%	11%	20%	-5%	5%	9%	0%	-18%	2%
O=C(N/N=C/C1CC=CCC1)c1ccccc1O (stereo unspecified)	-20%	4%	28%	8%	16%	9%	0%	-1%	2%
NC(=O)C1CCN(C(=O)c2ccc3c(c2)N(Cc2cccc(Cl)c2)C(=O)c2ccccc2S3=O)CC1 (stereo unspecified)	-4%	-29%	-12%	-3%	-5%	15%[57.1 µM]	0%	-6%	-9%
CC(C)(CCc1ccccn1)C(=O)C(CCc1ccccn1)CCc1ccccn1	-16%	-3%	27%	-13%	-3%	10%[57.1 µM]	7%	-5%	-7%
Cn1c(-c2ccc[nH]c2=O)nc2cc(Cl)ccc21	-9%[57.1 µM]	12%	29%	i	-8%	19%[57.1 µM]	-19%	2%[11.4 µM]	-2%
Cc1cccc(N2CCN(c3nc4ccccc4c4nnc(C)n34)CC2)c1C	-13%	-2%	30%	-10%	-2%	2%	-5%	7%	2%
CC(CNC(=O)c1ccccc1[N+](=O)[O-])NC(=O)c1ccccc1[N+](=O)[O-] (stereo unspecified)	-9%	72%[activator]	16%	i	3%	15%[11.4 µM]	-19%	1%	-10%
CCc1cc(=O)oc2c(C)c(OCC(=O)NC3CC(C)(C)NC(C)(C)C3)ccc12	-15%	-2%	28%	-4%	2%	16%	7%	-17%	1%
Cc1ccc(S(=O)(=O)Nc2cnn(-c3ccccc3)c(=O)c2Cl)cc1	-8%	0%	42%[activator]	11%	0%	8%	5%	0%	12%
COc1ccccc1N1CCNC(C)C1=O (stereo unspecified)	?	?	2%	2%	?	-21%[57.1 µM]	-1%	?	10%
O=C(NC1=NCCS1)c1sc2cc(F)ccc2c1Cl	-10%	-16%	?	-6%	5%	2%	-5%	7%	7%
Cc1cc(C)cc(NC(=O)COC(=O)CCCNC(=O)c2ccc(Cl)cc2)c1	4%	-4%	39%	i	-1%	4%	-13%	-14%	2%
COc1ccc(S(=O)(=O)Nc2c(C)cccc2C)cc1-n1cnnn1	-5%	-4%	12%	1%	0%	-21%	-5%	5%	-2%
Cn1c(SCc2nc(-c3ccc(Cl)cc3)no2)nnc1-c1ccco1	-31%	5%[57.4 µM]	25%	-4%	0%	6%	-1%	-24%	1%
O=C(COc1ccc(-c2nnco2)cc1)Nc1c(Cl)cccc1C(F)(F)F	4%	-26%	18%	-6%	-2%	-12%	6%	-15%	3%
O=c1cc(N2CCCCCC2)[nH]c(=O)n1-c1ccc(Cl)cc1	-8%	27%	20%	0%	18%	-3%[57.1 µM]	1%	29%	-2%
CC(C)C(OC(=O)CN1C(=O)COc2ccccc21)C(=O)NC1CCCCC1 (stereo unspecified)	8%	8%	3%	3%	1%	26%[57.1 µM]	0%	-14%	-2%
CC1CC(C(O)c2ccccn2)C(=O)C(C(O)c2ccccn2)C1 (stereo unspecified)	-6%	-5%	20%	13%	-5%	0%	8%	9%	-4%
Cc1cc(N2CCN(C)CC2)nc2ccc(NC(=O)Nc3ccc(F)cc3)cc12	-4%	-24%	34%	-7%	6%	19%	1%	-17%	-2%
Cc1ccccc1-c1nnc(SCC(=O)NC2CCCC2)o1	-12%	?	6%	-7%	3%	9%	-1%	2%	0%
COc1ccc(CNCc2cc3c(C(C)(C)C)nn(-c4ccccc4)c3[nH]c2=O)cc1	-33%	-8%	19%	/	7%	-10%	/	5%	?
COc1ccc(-n2nc3c(c2NC(=O)c2ccc(N4C(=O)CCC4=O)cc2)CSC3)cc1	-7%	2%	30%	-2%	-10%	23%	-9%	5%	7%
C=CCn1c(NCCc2ccccc2)nc2c1c(=O)n(C)c(=O)n2C	1%	489%[activator]	36%	2%	1%	4%[57.1 µM]	2%	-10%	-7%
Cc1ccc(NC(=O)CSc2nnc(COc3ccccc3C)o2)cc1	-3%	6%	7%	2%	-3%	4%[57.1 µM]	0%	-16%	3%
C[C@H](NC(=O)C1CC(=O)N(c2ccc3c(c2)OCCO3)C1)C(=O)N1CCCCC1 (stereo partly specified)	-8%	-9%	55%[activator]	-2%	-5%	14%	6%	6%[11.4 µM]	3%
CCC(CC)CN1CCC(CN2CCNC(=O)C2=O)CC1	?	-24%	-15%	-11%	2%	20%	-1%	35%[activator]	0%
CCN1CCc2c(C#N)c(N3CCCCC3)nc(N3CCOCC3)c2C1	-18%	0%	8%	-1%	29%	-27%	-3%	-35%	1%
CC1(C)CC(NC(=O)C(Cl)(Cl)Cl)CC(C)(C)N1	-10%	-8%	20%	27%	5%	10%	1%	-4%	6%
O=C(N/C(=C\c1ccc([N+](=O)[O-])cc1)C(=O)N1CCCCC1)c1ccccc1Br	-21%	8%	3%	-8%	4%	-1%	-2%	-11%	0%
CC(=O)c1ccc(OCC(=O)NC2CCCCCC2)cc1	-6%	-1%	6%	i	6%	17%	/	4%	-4%
Cc1ccc(CSc2nnc(-n3c(=O)c(C#N)cc4c(=O)n5cc(C)ccc5nc43)s2)cc1	-5%	-2%	14%	/	4%	6%	-2%	-12%	?
COc1ccc(C(=O)C2CCCN(S(=O)(=O)c3cccc(C)c3)C2)c(C)c1 (stereo unspecified)	23%	5%	43%	0%	-8%	20%	-5%	-10%	-3%
Cc1c(NS(=O)(=O)c2ccc3nc(COc4ccccc4Cl)[nH]c3c2)c(=O)n(-c2ccccc2)n1C	-11%	3%	35%	-1%	-1%	8%	7%	-2%	0%
O=C(Nc1ccc(Cl)cc1)/C(=C1\CCCN1)[N+](=O)[O-]	-3%	2%	19%	i	5%	10%	0%	-9%	-3%
CC(=O)N1Cc2ccccc2C(C)CC12CCCC2 (stereo unspecified)	6%	-1%	14%	5%	4%	9%[57.1 µM]	1%	15%	5%
O=C(c1cc(C(=O)c2ccco2)cc(C(=O)c2ccco2)c1)c1ccco1	-10%	-11%	26%	-2%	4%	12%[57.1 µM]	8%	-27%	76%[activator]
Cc1ccc(-c2nnc(Nc3cccc(O)c3)c3ccccc23)cc1S(=O)(=O)N1CCN(C)CC1	?	0%	25%	8%	27%	-8%	-12%	-18%	?
Cc1ccccc1Cn1c(=O)n(Cc2ccco2)c(=O)c2ccccc21	-5%	9%	9%	?	3%	-2%[57.1 µM]	4%	-36%	6%

12 entries from above in a different format.
| mol | JMJD2A Tudor | 12-LOX inh | HP1b chromo inh | PGK inhibitor | GLS inh | rTrxR1 inhibitor | ERG Ets-DNA blk | RGS4 inh | Pin1 inhibitor |
| --- | --- | --- | --- | --- | --- | --- | --- | --- | --- |
| CCC(CC)CN1CCC(CN2CCNC(=O)C2=O)CC1 | ? | -24% | -15% | -11% | 2% | 20% | -1% | 35%[activator] | 0% |
| CCN1CCc2c(C#N)c(N3CCCCC3)nc(N3CCOCC3)c2C1 | -18% | 0% | 8% | -1% | 29% | -27% | -3% | -35% | 1% |
| CC1(C)CC(NC(=O)C(Cl)(Cl)Cl)CC(C)(C)N1 | -10% | -8% | 20% | 27% | 5% | 10% | 1% | -4% | 6% |
| O=C(N/C(=C\c1ccc([N+](=O)[O-])cc1)C(=O)N1CCCCC1)c1ccccc1Br | -21% | 8% | 3% | -8% | 4% | -1% | -2% | -11% | 0% |
| CC(=O)c1ccc(OCC(=O)NC2CCCCCC2)cc1 | -6% | -1% | 6% | i | 6% | 17% | / | 4% | -4% |
| Cc1ccc(CSc2nnc(-n3c(=O)c(C#N)cc4c(=O)n5cc(C)ccc5nc43)s2)cc1 | -5% | -2% | 14% | / | 4% | 6% | -2% | -12% | ? |
| COc1ccc(C(=O)C2CCCN(S(=O)(=O)c3cccc(C)c3)C2)c(C)c1 (stereo unspecified) | 23% | 5% | 43% | 0% | -8% | 20% | -5% | -10% | -3% |
| Cc1c(NS(=O)(=O)c2ccc3nc(COc4ccccc4Cl)[nH]c3c2)c(=O)n(-c2ccccc2)n1C | -11% | 3% | 35% | -1% | -1% | 8% | 7% | -2% | 0% |
| O=C(Nc1ccc(Cl)cc1)/C(=C1\CCCN1)[N+](=O)[O-] | -3% | 2% | 19% | i | 5% | 10% | 0% | -9% | -3% |
| CC(=O)N1Cc2ccccc2C(C)CC12CCCC2 (stereo unspecified) | 6% | -1% | 14% | 5% | 4% | 9%[57.1 µM] | 1% | 15% | 5% |
| O=C(c1cc(C(=O)c2ccco2)cc(C(=O)c2ccco2)c1)c1ccco1 | -10% | -11% | 26% | -2% | 4% | 12%[57.1 µM] | 8% | -27% | 76%[activator] |
| Cc1ccc(-c2nnc(Nc3cccc(O)c3)c3ccccc23)cc1S(=O)(=O)N1CCN(C)CC1 | ? | 0% | 25% | 8% | 27% | -8% | -12% | -18% | ? |
